Screening results as filed in PubChem.
MRP-1 activ: activators of MRP-1. H69AR cells + doxorubicin, viability rescue, CellTiter-Glo. viability increase, % at 10 µM. hit rate 0.61% among 140,000. AID 799;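 active = viability gain under doxorubicin at or above a set limit, the compound median plus 3 SD, cut at about 4.7% in these data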;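 note: MRP-1 overexpressing cells given doxorubicin 25 µM after compound pretreatment; 18-22 h compound pretreatment then 72 h with doxorubicin before readout; 0% = doxorubicin-only wells and 100% = vehicle-treated cells without doxorubicin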
NPY-Y2 antag: antagonists of human neuropeptide Y receptor Y2; P49146; inhibition, % at 2.7 µM; hit rate 0.99% among 140,000; NPY-Y2 expressing cells, antagonist mode; in the data active = inhibition above about 17%;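 note: 0% = vehicle with agonist challenge and 100% = reference antagonist with challenge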
Target sequence (P49146 whole entry, looked up): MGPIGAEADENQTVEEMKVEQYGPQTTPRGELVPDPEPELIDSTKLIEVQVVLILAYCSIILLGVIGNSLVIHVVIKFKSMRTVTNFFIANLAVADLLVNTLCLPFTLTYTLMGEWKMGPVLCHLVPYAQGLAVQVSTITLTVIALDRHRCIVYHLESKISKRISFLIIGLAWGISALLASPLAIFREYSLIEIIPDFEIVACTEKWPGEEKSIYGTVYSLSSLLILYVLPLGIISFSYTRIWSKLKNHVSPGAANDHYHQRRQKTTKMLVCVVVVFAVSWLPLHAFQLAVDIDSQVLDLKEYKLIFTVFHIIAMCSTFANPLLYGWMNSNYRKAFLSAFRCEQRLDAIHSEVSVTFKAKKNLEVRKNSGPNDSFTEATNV
HCT116 PTEN-null: PTEN-deleted cell growth suppression; HCT116 PTEN-null viability, CellTiter-Glo, 60 h; active compounds read low; viability, % at 10 µM; hit rate 1.2% among 140,000; AID 827;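 active = viability at or below a set limit, 4 SD under the median of all tested compounds, cut at about 3.7% in these data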;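 note: PTEN knockout HCT116 line with beta catenin targeted HCT116 as companion control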
Measles CPE: protection of cells from measles virus. Measles virus-infected cells, CPE protection, absorbance. protection (pct of control), % at 4 µM. hit rate 1.5% among 140,000; in the data active = protection mostly above about 24%, no sharp cut-off; inactive = mostly below about 26%; note: some compounds called inactive have numbers as strong as hits
E-sel TNF inh: TNF alpha driven E-selectin expression inhibition; inhibition, % at 2 µM; HUVEC TNFa-induced E-selectin immunofluorescence, high content; hit rate 0.71% among 120,000; AID 1246;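 active = inhibition above the batch mean plus 3 SD, and confirmed as a hit on visual image review, cut at about 43% in these data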;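 note: 0% = TNF-stimulated DMSO wells and 100% = unstimulated control wells; not every result past the cut was called active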
HCT116 bCat-KO: beta-catenin-lacking colon tumor cell growth suppression | HCT116 beta-catenin knockout viability, CellTiter-Glo, 60 h; active compounds read low | viability, % at 10 µM | hit rate 1.5% among 140,000;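 active = viability at or under a set limit, the compound median less 4 SD, cut at about 6% in these data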;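 note: 0% = Hyamine 1622 control at 20 µM and 100% = untreated cell control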
GALR2 antag: blocks the human galanin receptor 2; GALR2-expressing cells, antagonist mode; inhibition, % at 4 µM; hit rate 0.39% among 140,000; O43603; in the data active = inhibition above about 27%;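 note: cells stimulated with galanin 1-16 at roughly its EC80; 0% = agonist challenge control and 100% = basal control without agonist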
Target sequence (O43603 whole entry, looked up): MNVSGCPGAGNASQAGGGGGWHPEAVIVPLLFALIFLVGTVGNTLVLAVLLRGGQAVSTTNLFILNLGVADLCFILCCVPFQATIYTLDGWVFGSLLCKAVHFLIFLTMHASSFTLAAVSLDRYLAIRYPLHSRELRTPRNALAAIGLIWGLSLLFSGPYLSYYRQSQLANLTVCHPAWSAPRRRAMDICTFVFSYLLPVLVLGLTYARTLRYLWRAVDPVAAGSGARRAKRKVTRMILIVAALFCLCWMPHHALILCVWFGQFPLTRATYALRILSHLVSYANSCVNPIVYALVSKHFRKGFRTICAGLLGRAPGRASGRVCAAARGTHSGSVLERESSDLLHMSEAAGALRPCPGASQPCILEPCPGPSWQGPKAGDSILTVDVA
Yeast lifespan up: yeast lifespan extension; S. cerevisiae growth with nicotinamide, OD615; deaD strain in restrictive glucose medium; inhibition of the nicotinamide effect, % at 10 µM; hit rate 0.68% among 130,000; AID 775;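 active = inhibition above a set limit, placed 3 SD over the median of all compounds, cut at about 26% in these data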;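 note: 0% = nicotinamide-treated wells and 100% = cells grown without nicotinamide; some compounds called inactive have numbers as strong as hits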
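Assay system: engineered S. cerevisiae DeaD replicative-lifespan strain, galactose-grown log-phase cells; medium: restrictive CSMM-D dextrose medium; also added: nicotinamide, 1.5 mM, co-present with compound; schedule: 48 h compound exposure at 30 °C, humidified; detection: absorbance at 615 nm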
Yeast growth inh: reduces growth of yeast BB579 in restrictive medium. S. cerevisiae BB579 growth, OD615, 48 h. hit rate 0.51% among 140,000. AID 804. inhibition, % at 10 µM;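 active = inhibition above a set limit, 3 SD over the mean compound inhibition, cut at about 44% in these data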; note: inactives centre near -24
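Detection: OD615 turbidity measurement; Material: Saccharomyces cerevisiae DeaD strain BB579, replicative lifespan model yeast; Timing: 48 h exposure, 30 °C; Doses: single 10 µM dose; Medium: CSMM-D restrictive synthetic medium containing dextrose (glucose); Controls: amphotericin B at 10 µg/mL as positive control.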
Phagocyt inh: inhibitors of macrophage phagocytosis | inhibition, % at 5 µM | J774A.1 macrophage IgG-bead phagocytosis, imaging | hit rate 0.07% among 110,000;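 active = inhibition above the mean of the plate negative controls plus 5 SD, cut at about 13% in these data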;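 note: phagocytic index as fraction of beads internalized from green versus red external bead signal; plate controls were DMSO negative control for no effect and cytochalasin-D positive control for full effect; some results beyond the cut were filed as inactive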
Active calls of the source: *; . = not tested or not shown; + = active, no number; [ ] = remark or other dose. Hits appear at their usual frequency; overall some 6.3% were active at least once.

SMILES | MRP-1 activ | NPY-Y2 antag | HCT116 PTEN-null | Measles CPE | E-sel TNF inh | HCT116 bCat-KO | GALR2 antag | Yeast lifespan up | Yeast growth inh | Phagocyt inh
O=C(NCC12CC3CC(C1)CC(CNC(=O)N1CCCC1)(C3)C2)N1CCCC1 | -3.7 | 0 | 89 | 29 | -24 | 81 | -8 | -3 | -11 | -2
CC(=O)NCCc1ccc(S(=O)(=O)NC2OC(=O)c3ccccc32)cc1 (stereo not given) | -1.9 | 2 | 91 | 36 | . | 88 | 16 | -3 | 0 | 2
C/C(=N\NC(N)=O)C1(C)CCCCC1 | -1.6 | 2 | 109 | 10 | 29 | 97 | -3 | 0 | -14 | -1
COc1cnc(N(C)C)nc1Sc1ccc(Cl)cc1 | -1.7 | 5 | 87 | 2 | -67 | 93 | -7 | -15 | -41 | 1
Cc1c(C#N)c2ccccc2n1CC(=O)NCC1CCCO1 (stereo not given) | -1.1 | -2 | 94 | 1 | . | 76 | 20 | -11 | -36 | -1
Cc1ccc2c(c1)N(C(=O)CSc1nncn1C)C(C)(C)c1ssc(=S)c1-2 | -1.8 | -2 | 82 | 4 | 19 | 71 | -5 | -17 | -34 | 0
Cc1cc(C)n(CCc2nc(-c3ccco3)cs2)n1 | -1.4 | 3 | 106 | 5 | 24 | 97 | -4 | -8 | -21 | -1
O=C(NCc1ccc(Cl)cc1)c1ccc(OCC2CCCO2)cc1 (stereo not given) | 1.1 | 5 | 98 | 5 | -24 | 101 | 8 | 4 | -45 | -2
O=C(Nc1ccc(-c2nc3cc(Cl)ccc3o2)cc1)C1CCCO1 (stereo not given) | -8.2 | -2 | 23 | 3 | -35 | 26 | 4 | . | -32 | .
O=C(Cn1cccc1)Nc1ccc(OC(F)(F)F)cc1 | -0.7 | 1 | 91 | 16 | -1 | 97 | 4 | -7 | -6 | -2
O=C1CC(c2cccs2)Cc2nc(NCC3CCCO3)ncc21 (stereo not given) | -0.8 | 3 | 92 | 4 | . | 92 | -5 | -1 | -51 | -2
CCCCc1nnc(SCCSc2nnc(CCCC)n2N)n1N | 0.7 | 3 | 106 | 4 | -5 | 95 | 5 | -6 | -14 | -2
CCn1c(=O)n(-c2ccc(Cl)cc2)c(=O)c2c3c(sc21)COC(C)(C)C3 | -3.3 | 1 | 74 | 3 | -9 | 72 | 10 | -25 | 3 | .
Cn1c(=O)c2c(nc(NCCNC(=O)c3ccco3)n2Cc2ccc(Cl)cc2Cl)n(C)c1=O | -0.3 | -2 | 98 | 7 | 1 | 100 | 8 | -4 | -73 | -1
Cc1nc2nc(-c3ccco3)[nH]n2c(=O)c1Cc1ccccc1 | -1.7 | 5 | 88 | 8 | -39 | 96 | 13 | -13 | -28 | 0
Cc1cccc(Nc2cc(=O)[nH]c(=O)[nH]2)c1 | -1.3 | 1 | 87 | 10 | . | 97 | -3 | 2 | 12 | 14
O=C(Cn1c(=O)n(Cc2ccco2)c(=O)c2ccccc21)NCC1CCCO1 (stereo not given) | -1.1 | 0 | 100 | 42* | -3 | 100 | 2 | 0 | -17 | -2
CC(OC(=O)CN1C(=O)NC(C)(C)C1=O)C(=O)c1ccccc1 (stereo not given) | 1.4 | 3 | . | 14 | 17 | 86 | -7 | -11 | -27 | 0
COc1ccc(-c2c(O)c(C#N)c(-c3ccccc3)n(-c3ccc(OC)cc3)c2=O)cc1 | -1.2 | 2 | 91 | 10 | . | 88 | -4 | -3 | 0 | -11
O=C(CSc1nnc(Cc2ccccc2)n1-c1ccccc1)NNC(=O)Cc1ccccc1 | -1.8 | 1 | 93 | 4 | -59 | 96 | 3 | -19 | -31 | -1
COc1ccc(F)cc1S(=O)(=O)N1CC(C)CC(C)C1 (stereo not given) | -3.2 | 7 | 63 | 3 | 31 | 61 | -14 | -13 | -49 | -1
Cc1cccc(-n2c(CNC(=O)c3ccccc3)nnc2SCC(=O)Nc2nccs2)c1 | -1.8 | 0 | 103 | 13 | -18 | 103 | 6 | 3 | -38 | 0
O=C(CSc1nnc(-c2n[nH]c3ccccc23)n1-c1ccccc1)Nc1ccccc1Cl | -1.3 | -1 | 66 | 0 | -9 | 81 | -6 | -3 | -53 | 5
CCN(CC)c1ccc(/C=C2\CCC(/C=C(\C#N)C(=O)Nc3ccccc3F)=C2N2CCOCC2)cc1 | -3.0 | 4 | 63 | 9 | -10 | 59 | 10 | -1 | -63 | +[fluoresces]
CCOC(=O)C1=C(C)N=c2s/c(=C\C(=O)OC)c(=O)n2C1c1ccc(OC)cc1 (stereo not given) | -0.8 | 0 | 95 | 21 | . | 99 | 6 | 5 | -53 | 0

Other structures:
SMILES | MRP-1 activ | NPY-Y2 antag | HCT116 PTEN-null | Measles CPE | E-sel TNF inh | HCT116 bCat-KO | GALR2 antag | Yeast lifespan up | Yeast growth inh | Phagocyt inh
CCOc1ccc2nc(SCC(=O)NCc3ccc4c(c3)OCO4)[nH]c2c1 | -1.6 | 4 | 72 | 13 | -19 | 70 | 4 | -11 | -47 | -1
CCc1cc2c(SCC(=O)O)ncnc2s1 | -1.0 | 7 | 95 | 14 | 0 | 88 | 5 | 0 | -31 | -1
COCCOCCn1cnc2ccccc21 | -1.7 | 0 | 99 | 2 | 19 | 97 | -1 | -8 | 9 | 2
Cc1ccc(-c2noc(CCC(=O)NCC3CCCO3)n2)cc1 (stereo not given) | -2.2 | 2 | 83 | 8 | 9 | 96 | 12 | -8 | 5 | .
O=C(c1cccc(C(F)(F)F)c1)N1CCC(O)(CS(=O)(=O)Cc2ccccc2)CC1 | -1.9 | 1 | 98 | 5 | -13 | 95 | -3 | -7 | -26 | .
COc1ccccc1OCc1ccc(C(=O)N2CCOCC2)o1 | -0.5 | -2 | 96 | 21 | . | 91 | 1 | 1 | 16 | -1
CCOC(=O)c1ccc(N/C=C2\CCCCC2=O)cc1 | -0.1 | 4 | 96 | 13 | 17 | 93 | 4 | -20 | -9 | -1
CCOc1ccc(NC(=S)Nc2ccc(OCc3ccccc3)cc2)cc1 | -2.8 | 1 | 104 | 44* | . | 99 | 12 | 3 | -25 | -8
CC1(C)N=C(N)NC(Nc2cccc(Br)c2)=N1 | -0.1 | -1 | 94 | 25 | -7 | 90 | -3 | -2 | 0 | -1
CC(=O)C1=C(O)C(=O)N(c2cc(C(C)(C)C)on2)C1c1ccc(Br)cc1 (stereo not given) | -3.3 | 0 | 93 | 5 | -21 | 94 | -16 | -1 | -38 | 0
CC(=O)OCCNC(=O)c1cccnc1 | 0.5 | 2 | 107 | 15 | 2 | 95 | 11 | -6 | -31 | .
O=C(NNC(=O)c1ccc(F)cc1)C(=O)N1CCCCC1 | -0.6 | 3 | 106 | 12 | 25 | 92 | -4 | 1 | 0 | -13
CC(=O)Nc1ccc(NC(=O)N2CCCCC2)cc1 | -0.5 | 6 | 100 | 18 | -6 | 102 | 1 | -3 | -28 | -3
Cc1occc1C(=O)N/N=C/c1cnn(C)c1C | 2.0 | -1 | 101 | 5 | -34 | 106 | 0 | . | -33 | .
CCCCOC(=O)c1ccc(NC(=O)C2CCCO2)cc1 (stereo not given) | 0.5 | 4 | 97 | 17 | 9 | 103 | -10 | -17 | -12 | 1
CCOc1ccccc1NC(=S)NNS(=O)(=O)c1c(C)cc(C)cc1C | -1.6 | 2 | 105 | 10 | -4 | 102 | 1 | -3 | 10 | -3
O=C1CCC(=O)N1OCCCOc1ccc(Br)cc1Cl | -0.8 | 1 | 94 | 5 | -3 | 96 | -15 | -8 | -18 | .
CCOC(=O)CSc1nnc(CNc2ccc(Cl)cc2)n1Cc1ccccc1 | -0.2 | 2 | 99 | 2 | 5 | 86 | -6 | . | -26 | .
CCN(CC)CCCN(Cc1cc2cc3c(cc2[nH]c1=O)OCCO3)C(=O)Nc1ccccc1 | -3.6 | 3 | 80 | 21 | -11 | 72 | -2 | 1 | -5 | -3
O=C(N/N=C\c1cn[nH]c1-c1ccccc1)c1cccnc1 | -1.1 | 0 | 114 | 14 | -26 | 102 | 5 | -9 | -20 | .
Cc1sc2nc(SCC(=O)NCc3ccco3)n(-c3ccccc3)c(=O)c2c1C | -1.3 | -2 | 89 | 20 | -14 | 92 | 1 | -16 | -23 | 0
CCc1cc(=O)oc2c(CN3CCCC3)c(O)c(Cl)cc12 | -2.3 | 0 | 106 | 10 | . | 99 | -12 | -29 | -15 | -2
CC1=C(C(=O)O)N2C(=O)C(NC(=O)c3nn(C)cc3Cl)C2SC1 (stereo not given) | -1.4 | 2 | 93 | 10 | -20 | 85 | -9 | 9 | -35 | .
CCc1ccccc1NC(=O)N[C@@H](C)C(=O)OC | -1.4 | 3 | 101 | 5 | 15 | 105 | 5 | -17 | -23 | -1
Cc1c(C(=O)NCCCN2CCOCC2)sc2ncnc(N3CCN(c4ccccc4)CC3)c12 | -1.3 | 3 | 85 | 13 | -38 | 71 | 9 | -7 | -16 | -3

Further compounds follow.
SMILES | MRP-1 activ | NPY-Y2 antag | HCT116 PTEN-null | Measles CPE | E-sel TNF inh | HCT116 bCat-KO | GALR2 antag | Yeast lifespan up | Yeast growth inh | Phagocyt inh
Cc1ccccc1-n1ncc2c([N+](=O)[O-])cc([N+](=O)[O-])cc21 | -5.1 | -1 | 45 | 10 | -14 | 30 | 15 | 32 | -34 | .
CC(=O)N1c2ccccc2C(=O)OC1c1cccnc1 (stereo not given) | -1.6 | 1 | 103 | 5 | 4 | 92 | 7 | -3 | -32 | -2
O=C(Nc1ccncc1)c1cn(-c2ccccc2)nc1-c1cccs1 | -0.5 | 4 | 58 | 7 | -2 | 60 | 0 | -12 | -15 | 2
CCCC(=O)Nc1ccc(-c2nc3cc(C)ccc3o2)cc1 | -2.8 | -3 | 79 | 6 | -3 | 85 | 11 | -23 | -6 | 1
COCCNC(=O)c1onc(CSc2cccc(C)c2)c1C(=O)O | -1.3 | 6 | 89 | 10 | -7 | 88 | 2 | -8 | -12 | .
O=C(/C=C/c1ccc(Br)cc1)NC1CCCCCC1 | 0.9 | 12 | 99 | 14 | 25 | 100 | 11 | -5 | -34 | .
O=C(Nc1ccccc1Oc1ccccc1)C1CC1 | -0.3 | 1 | 92 | 3 | . | 100 | 10 | -18 | 0 | -1
CC(=O)N1CCn2c3ccc(C)cc3c3cccc1c32 | 2.2 | 3 | 82 | 6 | -22 | 83 | 8 | . | 37 | .
Cc1nc(CC(=O)Nc2nc(C(C)(C)C)cs2)cs1 | 0.1 | 5 | 85 | 17 | . | 90 | 7 | -4 | -38 | 1
Cc1cc(C)nc(-n2nc(C)c(C3(O)C(=O)Nc4ccc(F)cc43)c2N)n1 (stereo not given) | -0.3 | 1 | 99 | 12 | 7 | 100 | -4 | -7 | -79 | 0
CC(NC(=O)C1CCN(c2nnc(-n3cccc3)s2)CC1)C12CC3CC(CC(C3)C1)C2 (stereo not given) | -2.0 | 5 | 80 | 0 | 21 | 80 | 2 | -9 | -14 | -2
Cc1ccccc1NCc1ccccc1O | -4.0 | 1 | 103 | 22 | -3 | 98 | -10 | -7 | -11 | -2
Cc1ccc(/C=N/n2c(C)nnc2C)cc1 | -1.0 | 0 | 96 | 1 | 0 | 97 | -9 | 4 | -32 | -1
